Pf gametocyte: kills late stage P. falciparum gametocytes; P. falciparum stage V gametocytes, ATP luminescence, 24 h; inhibition, % at 10.9 µM; 150,000 tested, 0.065% active;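 active = inhibition above the mean plus 3 SD of compounds within the control limits, set per campaign, cut at about 38% in these data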;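 note: 0% = DMSO wells and 100% = medium only without gametocytes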
Avidin bead fluor: compound fluoresces at 488/530 nm on avidin beads | fluorescence (KMESF) at 10 µM | compound fluorescence 488/530 nm, flow cytometry; hits give high values | 220,000 tested, 0.38% active; in the data active = fluorescence above about 47; note: inactives centre near 10
Mcl1-Noxa inh: disrupts binding of human Mcl-1 to Noxa peptide; 220,000 tested, 1.5% active; inhibition, % at 21.7 µM; AID 1022; TR-FRET Mcl-1/Noxa peptide binding, 2 h;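 active = compounds that cut the protein-peptide binding signal by more than 50% relative to plate controls in a single-dose test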;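 note: His-tagged Mcl-1 with rhodamine Noxa BH3 peptide and terbium anti-His antibody; 0% = Mcl-1 plus Noxa peptide wells and 100% = peptide-only wells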
Target sequence (Q07820 whole entry, looked up): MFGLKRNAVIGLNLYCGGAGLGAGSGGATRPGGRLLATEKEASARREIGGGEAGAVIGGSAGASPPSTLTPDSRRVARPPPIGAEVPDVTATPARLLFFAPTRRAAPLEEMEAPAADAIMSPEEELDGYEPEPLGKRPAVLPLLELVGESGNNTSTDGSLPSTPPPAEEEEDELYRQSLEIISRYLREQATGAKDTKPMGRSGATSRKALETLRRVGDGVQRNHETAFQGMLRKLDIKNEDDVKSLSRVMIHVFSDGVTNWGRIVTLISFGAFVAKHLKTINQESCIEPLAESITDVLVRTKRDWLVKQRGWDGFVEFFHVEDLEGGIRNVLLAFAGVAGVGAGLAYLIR
Mcl1-Bid inh: Mcl-1/Bid interaction inhibition; Q07820; TR-FRET Mcl-1/Bid-Dy647 peptide binding, 1536-well; inhibition, % at 21.7 µM; 220,000 tested, 0.97% active;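 active = compounds that cut the binding signal by more than half at the single screening dose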;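 note: His-tagged Mcl-1 with europium anti-His antibody binding Bid BH3 peptide; 0% = Mcl-1 plus peptide wells and 100% = peptide-only wells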
* = called active by the depositor. Only part of the results is shown; count on the stated rates, not on these rows.

SMILES	Pf gametocyte	Avidin bead fluor	Mcl1-Noxa inh	Mcl1-Bid inh
C#CCSc1n[nH]c(=O)n1-c1cccc(C(F)(F)F)c1	10	3	12	7
O=C(Nc1ccn([C@H]2CC[C@@H](CO)O2)c(=O)n1)c1ccccc1	-14	4	10	-11
Cc1cc(=O)[nH]c(N/N=C/c2ccc3c(c2)OCCO3)n1	15	2	43	-15
Cc1c(/C=N/Nc2ccc(C(=O)O)cc2)c2ccccc2n1C	14	7	6	-87
Cc1ccc(S(=O)(=O)N/N=C/c2cc(Br)ccc2O)cc1	0	6	9	-4
COc1cc(C2Nc3ccccc3NC3=C2C(=O)CC(c2ccc(OC)c(OC)c2)C3)ccc1O (stereo not drawn)	-1	10	14	-28
CN(NC1OC(=O)c2ccccc21)c1ccccc1[N+](=O)[O-] (stereo not drawn)	13	5	4	-8
O=C(NC(=S)Nc1ccccc1Cl)c1cnn2c(C(F)(F)F)cc(C(F)(F)F)nc12	-30	6	-12	3
COc1ccc2c(c1OC)C(=O)OC2n1c(O)c(N=NC(C)=O)c2ccccc21 (stereo not drawn)	6	9	-10	5
CC(C)n1c(N)c(C#N)c2ccc([N+](=O)[O-])cc2c1=O	2	8	-1	28
CCOc1ccc(C(=O)N2CCCC(c3nc(-c4cccs4)no3)C2)cc1 (stereo not drawn)	-3	7	-2	-38
O=C1CC(c2ccccc2)CC(=O)N1c1ccccc1	5	5	10	-14
CC(=O)c1ccccc1OC(=O)c1ccc([N+](=O)[O-])o1	12	7	3	2
O=[N+]([O-])c1cccc(/C=C/c2nc[nH]c2[N+](=O)[O-])c1	-23	5	24	-2
O=C(Cc1ccccc1)Nc1c(Cl)ccc2nsnc12	6	7	2	-15
CCCC(C)NC(=O)COC(=O)c1cccc(NS(C)(=O)=O)c1 (stereo not drawn)	14	6	-3	-17
O=[N+]([O-])c1ccc(Cl)c(S(=O)(=O)n2ccnc2)c1	-14	7	24	-30
COc1cccc(N2CN(CCc3ccccc3)CNC2=S)c1	4	6	-6	-24
COc1ccc(CCN2C(=NC(=O)CC(C)C)SC3CS(=O)(=O)CC32)cc1OC (stereo not drawn)	14	7	3	-11
FC(F)(F)COc1cc(-c2nnc(SCc3ccccc3)n2Cc2ccco2)cc(OCC(F)(F)F)n1	-7	3	9	-12
CN(C)CCCNC(=S)Nc1ccc(-c2ccccc2)cc1	-2	6	-2	-24
C=CCn1c(SCC(C)=O)nnc1-c1ccc2ncccc2c1	-9	36	12	-52
Cc1cccn2c(=O)c3cc(C#N)c(=NC(=O)c4cccs4)n(CC(C)C)c3nc12	-8	5	21	0
O=C(Nc1ncccn1)C12CC3CC(CC(C3)C1)C2	-10	18	12	-8
N#CCNc1ccc([N+](=O)[O-])cc1C#N	4	6	19	-45
Fc1cccc(CSc2nnc3c(n2)[nH]c2ccccc23)c1	1	11	-8	-30
O=C(O)/C=C/C(=O)Nc1ccc(Cc2ccc(NC(=O)/C=C/C(=O)O)cc2)cc1	3	8	-17	1
CCCCOC(=O)N1CCOCCOCCOCC1	-41	4	-3	-15
COc1ccc(-c2cc(CCCC(=O)NCCc3ccccc3)no2)cc1	-6	7	1	-20
O=C(NC1CC1)C1=C[C@@H](C2CC2)C[C@@H](OCc2ccc(CO)cc2)O1	19	8	3	-14
CCCN(CCC)CC(C)(C)NS(=O)(=O)c1ccc(Cl)cc1	19	11	19	-2
CC(C)Sc1sc(C(=O)O)c(-c2ccc(Cl)cc2)c1C#N	-15	9	17	16
COC(=O)c1c(NC(=O)c2ccc(C)cc2)csc1C	6	4	-31	-10
O=C(CSC(=S)N1CCCCC1)Nc1ncc2c(n1)CCCC2=O	19	2	6	-17
CCC(=O)N1N=C(c2ccc(Cl)cc2)CC1c1ccco1 (stereo not drawn)	-24	12	2	11
COc1ccc(-n2c(=O)c3c4c(sc3n3c(=S)[nH]nc23)CCC4)cc1	18	6	9	-32
CN1CCc2c(sc(NC(=O)c3ccc(S(=O)(=O)N4CCc5ccccc54)cc3)c2C(N)=O)C1	14	5	52*	28
S=C(NCCc1ccccn1)NC1CC2CCC1C2 (stereo not drawn)	3	6	10	-38
COC(=O)c1cc(S(=O)(=O)Nc2nn(C)c3ccccc23)oc1C	14	9	1	-6
COc1ccc2c(c1)CC/C(=C\c1ccc(C)o1)C2=O	-24	8	18	-22

Some of the entries above, reformatted.
molecule | Pf gametocyte | Avidin bead fluor | Mcl1-Noxa inh | Mcl1-Bid inh
CCCCOC(=O)N1CCOCCOCCOCC1 | -41 | 4 | -3 | -15
CCCN(CCC)CC(C)(C)NS(=O)(=O)c1ccc(Cl)cc1 | 19 | 11 | 19 | -2

(continued)
SMILES	Pf gametocyte	Avidin bead fluor	Mcl1-Noxa inh	Mcl1-Bid inh
CCN(CC)CCOCCOC(=O)C(CC)(CC)c1ccccc1	5	7	-7	-7
Cc1cc(C)cc(NC(=O)N(CCC#N)Cc2cccs2)c1	-12	7	15	-11
CCO[C@H]1OC(C(=O)NC2CC2)=C[C@@H](c2ccccc2)[C@@H]1CCCO	16	13	17	-65
Cc1c(C(=O)/C=C/N(C)C)nnn1-c1ccc(F)c(Cl)c1	-2	7	10	-12
CC(C)C[C@H](NC(=O)CCn1nnc2ccccc2c1=O)C(=O)O	4	19	0	-1
S=C(Nc1ccc(Cl)cc1)NC1CCCCC1	-7	3	28	-13
S=C(NCc1ccccc1)NCc1ccccn1	18	7	7	-87
COc1cccc(/C=N/NC(=O)CNC(=O)COc2cccc(C)c2)c1O	-35	6	-7	-46
COc1cc(OC)c2c(c1C(CCN1CCOCC1)c1ccc(N(C)C)cc1)OC(=O)CC2c1ccc(N(C)C)cc1 (stereo not drawn)	-24	23	18	-95
Cc1c(NC(=S)N/N=C/c2ccc(Br)cc2)c(=O)n(-c2ccccc2)n1C	8	7	8	-54
CC1(C)CC(C(CC(=O)N2CCCC2)Cc2ccccc2)CCO1 (stereo not drawn)	6	6	27	34
CC(C)(C)c1nc(N)nc(=O)[nH]1	-34	3	15	0
CC(C)CNC(=O)CCc1nc(-c2ccccc2)no1	3	7	8	-6
C[C@@H]1CC=C[C@H]2[C@H]1C(=O)N(Cc1ccccc1)[C@H]2c1ccc(-c2ccc(F)cc2)cc1F	-9	7	-5	-27
O=C(Nc1ccc(CN2CCS(=O)(=O)CC2)cc1)c1ccc(Cl)cc1	3	6	-10	-46
CCC(CC)NC(=O)CN(c1ccccc1OC)S(=O)(=O)c1cccs1	-3	8	-15	-42
CN(Cc1nc2c(s1)CCCC2)C(=O)CCc1nnc(-c2ccc3c(c2)OCO3)o1	23	4	-7	-19
CCOc1ccc(-n2cnc3sc4c(c3c2=O)CCCC4)cc1	6	17	17	-44
Cc1ccc(S(=O)(=O)N(C)C)cc1NC(=O)COC(=O)c1sc2cc(Cl)ccc2c1Cl	-7	10	16	-47
CN(C)CCN1CC(O)=C(c2nc3ccccc3s2)C1=N	13	7	18	-4
O=C1NC(c2ccccc2Cl)=N/C1=C/c1ccco1	-28	5	61*	-47
Cc1ccccc1/C=C/c1nc2ccccc2c(=O)[nH]1	-5	0	20	-14
COc1ccc2c(N)c(C(=O)NN)[nH]c2c1	1	7	64*	-195
C=C(C)C(=O)Nc1cccc(C2=NOC3(C2)C[C@@H](C(N)=O)N(C(=O)CCCCC)C3)c1 (stereo partly drawn)	5	8	69*	-100
Cn1ccc(NC(=O)Nc2ccc(Cl)cc2)n1	20	4	-12	2
Nc1cccc(Oc2ccc3c(c2)C(=O)N(CC2CCCO2)C3=O)c1 (stereo not drawn)	11	6	-19	-21
Cc1ccc(NC(=O)C2CC(=O)Nc3ncnn32)c(C)c1 (stereo not drawn)	3	8	7	-39
CC1(C)C2CCC1(CS(=O)(=O)Nc1cccc(S(N)(=O)=O)c1)C(=O)C2 (stereo not drawn)	-2	4	-5	-19
Cc1ccc(S(=O)(=O)Nc2cc(-c3ccccc3)nn2C)cc1Cl	19	7	12	-2
O=C(NC1CC1)C1=C[C@@H](c2coc3ccccc3c2=O)C[C@@H](OCCCCO)O1	-7	8	-21	-52
O=C(O)c1ccccc1C(=O)Nc1ccc(-n2nccc2C(F)(F)F)cc1	8	4	7	-7
Nc1c2nc(-c3ccccc3Cl)[nH]c(=O)c2nc(=O)n1-c1ccccc1	-19	8	-3	-76
CCN(CC)CC(=O)Nn1c(C)nc2c(ncn2-c2ccccc2)c1=O	8	6	-1	-17
Cc1ccc2c(c1)COc1c3ccc(C(=O)N[C@@H](C)CO)cc3nn1-2	18	6	-8	-74
Cc1ccc2[nH]c(O)c(N=Nc3nc4ccccc4s3)c2c1	-10	7	95*	51*
Cc1cccn2cc(CCNS(=O)(=O)c3cccc([N+](=O)[O-])c3)nc12	-9	7	13	-22
CCOC(=O)c1ccc(NC(=O)c2nc[nH]c2C(=O)N(C)Cc2ccccc2)cc1	11	22	9	-44
O=C(O)c1ccc(NC2=C(Cl)C(=O)c3ccccc3C2=O)cc1	-18	11	53*	5
CC(C)OCCCN1CN(S(=O)(=O)c2cccs2)c2nc3ccccc3nc21	-9	7	8	-10
CC(C)Cc1nc2c(nnn2Cc2ccccc2F)c(=O)[nH]1	-13	8	6	-23
O=C(CCCCCn1nnc2ccccc2c1=O)N[C@H](C(=O)O)c1ccccc1	19	5	11	-17
CCCc1cc(=O)[nH]c(SCc2ccc(F)cc2)n1	-2	5	22	-7
O=C(Nc1ccc2oc(-c3ccncc3)nc2c1)c1ccc2c(c1)OCCO2	-9	6	41	-1
COc1ccc(-c2csc(N(Cc3ccco3)C(=O)c3cccs3)n2)cc1	-1	9	-9	-62
Cc1cc(C(=O)N2CCC(C)CC2)on1	19	13	-18	-59
O=C(Cn1nc(C(=O)O)c2ccccc2c1=O)Nc1nc(-c2ccccc2)cs1	21	6	8	-10
NC(=O)[C@H]1CC2(CC(c3cccc(NC(=O)COc4ccc(Cl)cc4)c3)=NO2)CN1C(=O)CC(c1ccccc1)c1ccccc1 (stereo partly drawn)	-7	9	-17	-10
Cc1cc(C(=O)N/N=C/c2c(C)nn(-c3ccccc3)c2C)n[nH]1	-5	8	7	-5
O=c1nc(-c2ccccc2)nc(-c2ccccc2)[nH]1	-7	3	18	4
Cc1nc(-c2ccc(-n3nncc3-c3ccco3)cc2)cs1	-10	3	-4	-1
Cc1ccc(N(CN2C(=O)C3C4CCC(C4)C3C2=O)C(=O)c2ccco2)cc1 (stereo not drawn)	2	9	3	-5
CC12CCC(C(=O)Nc3cccc(Cl)c3Cl)([C@H](Br)C1=O)C2(C)C (stereo partly drawn)	2	8	12	-10
Cc1ccc(-c2csc(C3=C(O)CN(NC(=O)c4ccco4)C3=N)n2)cc1	6	6	-1	-7
O=C(Oc1ccccc1N1CCOCC1)c1sccc1Br	-14	9	-13	-12
c1ccc(-n2ncc3cccnc32)cc1	24	4	1	0
O=C(Nc1ccc(Cl)cn1)C1CCN(S(=O)(=O)c2cccs2)CC1	-3	5	19	-7
Cc1nc(C(=O)NNC(=O)c2ccccc2Cl)c(C(F)(F)F)o1	7	6	13	-23
COc1ccc(CCNC(=O)Cn2c(=O)oc3cc(Cl)ccc32)cc1OC	11	6	-6	-18
COc1ccc(S(=O)(=O)N2CCCCCC2)cc1C(=O)OC(C)C(N)=O (stereo not drawn)	-10	12	-21	-23
c1ccc(CN2CCC3(CC2)Nc2ccccc2S3)cc1	10	7	-12	-15

A different layout for some results above:
COc1ccc2c(c1OC)C(=O)OC2n1c(O)c(N=NC(C)=O)c2ccccc21 (stereo not drawn)
  Pf gametocyte = 6
  Avidin bead fluor = 9
  Mcl1-Noxa inh = -10
  Mcl1-Bid inh = 5
CC(C)n1c(N)c(C#N)c2ccc([N+](=O)[O-])cc2c1=O
  Pf gametocyte = 2
  Avidin bead fluor = 8
  Mcl1-Noxa inh = -1
  Mcl1-Bid inh = 28
CCOc1ccc(C(=O)N2CCCC(c3nc(-c4cccs4)no3)C2)cc1 (stereo not drawn)
  Pf gametocyte = -3
  Avidin bead fluor = 7
  Mcl1-Noxa inh = -2
  Mcl1-Bid inh = -38
O=C1CC(c2ccccc2)CC(=O)N1c1ccccc1
  Pf gametocyte = 5
  Avidin bead fluor = 5
  Mcl1-Noxa inh = 10
  Mcl1-Bid inh = -14

Next section
SMILES	Pf gametocyte	Avidin bead fluor	Mcl1-Noxa inh	Mcl1-Bid inh
Cc1cc([N+](=O)[O-])nn1CC(=O)N/N=C/c1ccccc1O	5	7	-41	-18
COc1ccc2[nH]c(C(=O)Nc3cccc(C)n3)cc2c1	2	8	13	-15
O=C(NNC(=O)c1cc2cc(OC(F)(F)F)ccc2[nH]1)c1cccc(C(F)(F)F)c1	16	7	-1	-17
OC1CCCN(CC(O)COC(c2ccccc2)c2ccccc2)C1 (stereo not drawn)	-5	8	-5	-4
N#Cc1cccnc1N1CCC(C(N)=O)CC1	7	8	-10	-10
ONC(=Nc1ccccc1Cl)c1ccccc1Cl	6	6	0	-12
O=C(N/N=C/C(Br)=C\c1ccccc1)c1cccs1	4	8	19	-11
FC(F)(F)c1cc(N2CCN(Cc3ccccc3)CC2)c2ccccc2n1	-3	9	-4	-13
c1csc(-c2nc(CN3CCSCC3)cs2)c1	19	7	-8	-18
CCCCOCCCNC(=O)N[C@H](C(=O)OC)C(C)CC (stereo partly drawn)	8	8	-8	-15

Bioassay records (PubChem)
